Compound activity (PubChem)
mIAP act: activators of mouse IAP, primary screen, biochemical, luminescence, uHTS | muIAP, CDP-Star luminescence, 30 min; active compounds read high; 1 = vehicle-only enzyme signal, 0 = enzyme-free wells | intestinal alkaline phosphatase [Mus musculus] | actives 0.24% (n = 330,000) | activation factor at 10 µM;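 active = activation factor of at least 2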; also: the source names both 10 and 20 µM as test concentration; values of inactives mirror those of a sister screen read the other way
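Assay system: mouse IAP enzyme; reagent: chemiluminescent substrate CDP-Star; dosing: test compounds delivered from DMSO solution; schedule: 30 min at room temperature; measured by: luminescence from enzymatic CDP-Star hydrolysis; controls: DMSO-only wells and no-enzyme negative control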
mIAP inh: inhibitors of mouse IAP, primary screen, biochemical, luminescence, uHTS | purified mouse IAP, CDP-Star luminescence, 30 min | actives 0.2% (n = 330,000) | AID 2806, 2010 | inhibition, % at 10 µM;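 active = inhibition of at least 40% at 10 µM in the primary screen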;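 also: plate controls were DMSO with enzyme for no effect and no enzyme wells for full effect; values of inactives mirror those of a sister screen read the other way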
A3A deaminase: APOBEC3A ssDNA deaminase inhibitors, primary screen, selectivity assay for APOBEC3G inhibitor project, biochemical, FAM/TAMRA oligo cleavage fluorescence. DNA dC->dU-editing enzyme APOBEC-3A (Homo sapiens), P31941. recombinant A3A, FAM/TAMRA ssDNA deamination fluorescence. inhibition, % at 20 µM. actives 0.41% (n = 330,000);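 active = at least 40% inhibition at 20 µM here, with at most 30% in a related deaminase screen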;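 also: plate controls were A3A with DMSO for no effect and wells lacking A3A enzyme for full effect; some results filed as inactive read as strong as hits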
hIAP inh: human IAP inhibitors, primary screen, biochemical, luminescence, uHTS; actives 0.12% (n = 330,000); purified IAP, CDP-Star luminescence, 30 min; inhibition, % at 10 µM;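 active = inhibition reaching a set limit with compound at 10 µM in the primary screen, cut at about 35% in these data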;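 also: plate controls were DMSO wells with enzyme for no effect and no-enzyme buffer wells for full effect; values of inactives mirror those of a sister screen read the other way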
Target sequence (P09923 whole entry, looked up): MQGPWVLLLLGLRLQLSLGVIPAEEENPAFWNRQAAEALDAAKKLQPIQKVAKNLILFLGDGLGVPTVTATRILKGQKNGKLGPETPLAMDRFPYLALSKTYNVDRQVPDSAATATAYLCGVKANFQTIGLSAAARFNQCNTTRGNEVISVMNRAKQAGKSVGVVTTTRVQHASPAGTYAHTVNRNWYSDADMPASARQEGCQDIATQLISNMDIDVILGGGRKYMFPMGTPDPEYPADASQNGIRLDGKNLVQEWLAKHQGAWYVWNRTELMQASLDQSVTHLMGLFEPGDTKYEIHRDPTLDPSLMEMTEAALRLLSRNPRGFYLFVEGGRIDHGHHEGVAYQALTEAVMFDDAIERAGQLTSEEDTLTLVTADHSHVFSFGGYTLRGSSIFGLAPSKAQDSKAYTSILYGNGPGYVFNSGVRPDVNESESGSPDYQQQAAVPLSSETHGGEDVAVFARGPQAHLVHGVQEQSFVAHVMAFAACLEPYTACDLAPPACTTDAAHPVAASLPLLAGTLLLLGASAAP
APOBEC3G inh: APOBEC3G DNA deaminase inhibitors, primary screen, biochemical, fluorescence, single-stranded DNA substrate, uHTS; recombinant A3G, ssDNA deamination FAM/TAMRA fluorescence; DNA dC->dU-editing enzyme APOBEC-3G (Homo sapiens), Q9HC16; actives 0.28% (n = 330,000); AID 493012, 2011; inhibition, % at 20 µM;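 active = inhibition of at least 40% at 20 µM, with no more than 30% in the related APOBEC3A deaminase screen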;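 also: plate controls were DMSO wells with A3G for no effect and wells lacking A3G enzyme for full effect; some compounds called inactive have numbers as strong as hits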
hIAP act: human IAP activators, primary screen, biochemical, luminescence, uHTS; actives 0.16% (n = 330,000); Intestinal-type alkaline phosphatase (Homo sapiens), P09923; activation factor at 10 µM; purified human IAP, CDP-Star luminescence, 30 min; active compounds read high; 1 = vehicle-only enzyme, 0 = enzyme-free background;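 active = activation factor of the enzyme at least 2-fold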; also: the source names both 10 and 20 µM as test concentration; values of inactives mirror those of a sister screen read the other way
MPTP inh: mitochondrial permeability transition pore inhibitors, primary screen, biochemical, isolated mouse mitochondria, absorbance; Ca2+ swelling absorbance, 30 min; inhibition, % at 10 µM; actives 1.4% (n = 360,000);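 active = inhibition of 50% or more, scaled per plate between neutral and stimulator controls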;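 also: 0% = DMSO wells given calcium and 100% = 1 mM EGTA wells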
ATG4B inhibitor: ATG4B protease inhibitors, primary screen, biochemical, fluorescence, uHTS | Cysteine protease ATG4B (Homo sapiens), Q9Y4P1 | ATG4B cleavage of LC3-PLA2, NBD-HPC fluorescence, 1 h | inhibition, % at 8.33 µM | actives 0.51% (n = 340,000) | AID 504462, 2011; in the data active = inhibition above about 40%
Target sequence (Q9Y4P1 whole entry, looked up): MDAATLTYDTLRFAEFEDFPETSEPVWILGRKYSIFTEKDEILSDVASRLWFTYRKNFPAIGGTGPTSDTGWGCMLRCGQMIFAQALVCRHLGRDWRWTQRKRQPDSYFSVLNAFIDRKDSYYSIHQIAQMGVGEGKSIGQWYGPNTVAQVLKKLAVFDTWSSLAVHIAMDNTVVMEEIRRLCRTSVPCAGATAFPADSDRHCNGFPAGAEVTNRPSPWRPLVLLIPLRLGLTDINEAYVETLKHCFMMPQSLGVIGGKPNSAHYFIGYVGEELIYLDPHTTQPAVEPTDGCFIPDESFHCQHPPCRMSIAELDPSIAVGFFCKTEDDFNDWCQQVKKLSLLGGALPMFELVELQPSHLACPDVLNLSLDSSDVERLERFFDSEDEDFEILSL
MIN6 prolif: inducers of MIN6 beta-cell proliferation, primary screen, ATP luminescence, uHTS; proliferation, % at 10 µM; actives 0.29% (n = 330,000); MIN6 cells proliferation, ATPlite luminescence, 48 h; cells starved in 0.2% serum; 100% = growth in 10% serum; AID 2380, 2010;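 active = compounds whose signal lies at least 3.5 SD above the mean of all wells on their plate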;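 also: 0% = DMSO-treated cells in low-serum medium and 100% = 10% serum control; some compounds called inactive have numbers as strong as hits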
Numbers without * were called inactive; · = not tested or not shown.

Results follow in this order: mIAP act	mIAP inh	A3A deaminase	hIAP inh	APOBEC3G inh	hIAP act	MPTP inh	ATG4B inhibitor	MIN6 prolif
- O=C(Nc1nc(-c2ccccc2)cs1)C1c2ccccc2Oc2ccccc21
  1.7	-69	1	-4	-1	1	-9.1	-22	-6
- CCCCOc1ccc(-c2cc(C(F)(F)F)c(C#N)c(SCC(=O)O)n2)cc1
  0.96	4	3	1	-4	0.99	-0.6	34	-3
- Fc1ccc(C(c2ccc(F)cc2)N2CCN(C/C=C/c3ccccc3)CC2)cc1
  1.1	-6	-4	0	-8	1	7.1	-8	-8
- COC(=O)c1ccccc1NC(=O)Nc1nnc(N2CCC(C)CC2)s1
  0.97	3	1	18	-2	0.82	-2.9	-5	-3
- O=C(Nc1ccccc1F)C1CCCN(S(=O)(=O)c2ccc(-n3cnnn3)cc2)C1 (stereo not drawn)
  0.93	7	1	-16	1	1.2	1.4	2	-2
- COC(=O)c1cccc(NCN2C(=O)c3ccccc3C2=O)c1
  0.9	10	-4	-8	-4	1.1	0.5	8	-2
- CC(=O)c1ccc(Sc2nnc(C)s2)c([N+](=O)[O-])c1
  0.98	2	0	-1	-3	1	-0.1	-15	-4
- COc1ccccc1NC(=O)C/C(N)=N/O
  1.1	-10	0	0	4	1	7.6	-4	0
- O=[N+]([O-])/C(C(Cl)=C(Cl)Cl)=C(/NC1CC1)Sc1ccccc1
  0.96	4	-1	10	-2	0.9	-1.6	-7	-3
- N#Cc1ccsc1NC(=O)COC(=O)c1ccc2ccccc2c1
  0.94	6	3	-5	-3	1	-1.4	-5	-2
- O=C(Cn1nnc(-c2ccccc2Cl)n1)Nc1cccc(S(=O)(=O)N2CCCC2)c1
  1.4	-44	-1	10	-4	0.9	3.1	-8	-2
- C[C@H](CO)N1C[C@H](C)[C@@H](CN(C)CC2CCCCC2)Oc2c(NS(=O)(=O)c3ccccc3)cccc2C1=O
  1	0	-1	-26	-8	1.3	-0.3	6	-3
- CCn1c(SCc2cccc(C)c2)nnc1-c1ccc(C)cc1
  0.95	5	-1	7	-5	0.93	-1.0	2	-2
- COC(=O)Nc1ccc(S(=O)(=O)N(CCO)CCO)cc1
  1.1	-10	6	0	5	0.99	0.8	2	1
- CN1CCN(C(=O)/C(=C/c2ccc(N(C)C)cc2)NC(=O)c2ccccc2)CC1
  0.97	3	-2	-5	-8	1	1.0	-1	3

Continued; it opens with the 2 that closed the last part.
Results follow in this order: mIAP act	mIAP inh	A3A deaminase	hIAP inh	APOBEC3G inh	hIAP act	MPTP inh	ATG4B inhibitor	MIN6 prolif
- COC(=O)Nc1ccc(S(=O)(=O)N(CCO)CCO)cc1
  1.1	-10	6	0	5	0.99	0.8	2	1
- CN1CCN(C(=O)/C(=C/c2ccc(N(C)C)cc2)NC(=O)c2ccccc2)CC1
  0.97	3	-2	-5	-8	1	1.0	-1	3
- Cc1ccc(S(=O)(=O)N(C)C)cc1NC(=O)Nc1c(-c2ccccc2)noc1C
  1.4	-40	1	-14	4	1.1	3.0	-4	-2
- COc1ccc(CN2C(=O)c3cccnc3C2=O)cc1S(=O)(=O)N(C)Cc1ccco1
  0.93	7	-4	0	-4	1	-0.6	-1	0
- O=C1/C(=C/c2ccc(Cl)cc2)NC(=S)N1Cc1cccnc1
  0.94	6	0	14	0	0.86	0.8	6	0
- O=C(CCc1ccccc1)c1c(O)cc(O)cc1O
  0.95	5	-5	3	-11	0.97	4.9	-1	0
- O=C(NCCc1ccccc1Cl)C1CCC(=O)N(Cc2ccc(Cl)cc2)C1 (stereo not drawn)
  1.1	-7	4	-12	-4	1.1	-1.6	2	-1
- COc1ccc(C2CC(=O)c3cnc(N4CCN(Cc5ccccc5)CC4)nc3C2)cc1 (stereo not drawn)
  0.92	8	0	-11	-1	1.1	-0.3	6	-2
- Cc1ccc(-c2nnc(N3CCCCC3)c3ccccc23)cc1S(=O)(=O)N1CCN(C)CC1
  0.95	5	-8	-3	-5	1	-3.3	3	-3
- Cc1ccc(C(=O)N2CCN(c3ccc([N+](=O)[O-])c(NCc4ccco4)c3)CC2)cc1
  0.83	17	-3	1	-8	0.99	2.5	-4	-3
- O=C(Cn1c(NCCCO)nc2ccccc21)c1ccc(Br)cc1
  0.96	4	2	14	0	0.86	-1.1	-8	0
- O=C(O)Cn1ccc2ccccc21
  0.94	6	-5	11	-5	0.89	-0.5	2	-2
- CC(C(=O)Nc1ccccc1)N1C(=O)c2ccccc2C1=O (stereo not drawn)
  1	-2	-3	4	-12	0.96	-1.9	6	1
- CC1(OC(=O)c2ccc(Cl)nc2)C(=O)C=C2C=C(c3ccsc3)OC=C2C1=O (stereo not drawn)
  0.82	18	11	14	1	0.86	·	·	3
- COc1ccc(C(=O)Cn2cnc3ccc(Cl)cc3c2=O)cc1F
  0.94	6	-4	14	-12	0.86	0.0	2	4
- CC(=O)SCC(=O)N=c1sc2cc(F)ccc2n1C
  0.83	17	-6	7	-7	0.93	-4.3	-4	-4
- CCc1cc2c(NCCO)ncnc2s1
  1.1	-5	6	-3	0	1	1.0	-14	2
- C=CCc1cc(OC)ccc1OCCN(C)Cc1ccccc1
  0.92	8	4	-1	-7	1	-0.4	4	-3
- CCN1CCN(C2=C(NS(=O)(=O)c3ccccc3)C(=O)c3ccccc3C2=O)CC1
  0.96	4	-4	12	-5	0.88	1.4	4	-8
- COc1cccc(C(=O)NC(C)C(c2cccs2)N2CCN(C)CC2)c1 (stereo not drawn)
  0.99	1	4	17	-12	0.83	-1.4	-2	-1
- CCOC(=O)CC1CCCCN1Cc1nc(-c2ccc(F)c(OC)c2)oc1C (stereo not drawn)
  0.95	5	2	10	2	0.9	-0.7	-15	0
- COCC(=O)NC1CC2CCCC(C1)N2Cc1ccccc1 (stereo not drawn)
  0.94	6	1	-8	1	1.1	-0.4	-11	2
- CCN(CC)c1ccc(NC(=O)C2CCCN(S(=O)(=O)c3cnc[nH]3)C2)c(C)c1 (stereo not drawn)
  1	-2	3	-1	-2	1	-2.6	-3	-2
- O=C(Cc1c(Cl)cccc1Cl)OCc1ccccn1
  1	0	2	20	-1	0.8	0.9	2	1
- COC(=O)c1cc(C(=O)OCC(=O)N(C)c2ccccc2)cc([N+](=O)[O-])c1
  0.93	7	-3	8	-7	0.92	-1.3	-7	0
- CC(C)(C)OC(=O)N1Cc2cc3ccccc3nc2C1CO (stereo not drawn)
  0.99	1	2	-2	-2	1	0.4	11	-1
- CCCCSc1nnc(-c2ccc(C)cc2)n1C
  0.86	14	-3	-2	-3	1	-1.9	-2	-6
- Cc1ccc(O)c(C=Nc2cc(C)ccc2O)c1
  0.8	20	2	5	3	0.95	3.4	7	-4
- CC1(NC(=O)CN2CCN(c3cnn(-c4ccccc4)c(=O)c3Cl)CC2)CCS(=O)(=O)C1 (stereo not drawn)
  0.87	13	9	-26	-1	1.3	-1.4	5	-8
- O=C(O)Cn1cnc2c(oc3ccccc32)c1=O
  1.1	-9	-6	-6	3	1.1	0.2	6	-2
- COC(=O)Cc1c(O)ccn(CCc2c[nH]c3ccc(OC)cc23)c1=O
  1	-4	2	-7	-5	1.1	-1.3	-27	-3
- CC(=O)Oc1ccc(C(=O)Nc2cc(C)ccc2NC(=O)COc2ccccc2)cc1
  1.1	-5	1	-5	-5	1.1	1.0	-5	-4
- Cc1ccc(Cc2c(C)nc3nc(SCC(=O)NCc4ccco4)nn3c2C)cc1
  0.93	7	26	11	14	0.89	-0.8	-10	0
- OCc1nc2ccccc2n1CCCOc1ccc(Br)cc1
  0.96	4	0	-32	-2	1.3	-4.3	0	-2
- CN(CCC#N)C(=O)CSc1ncnc2sc(-c3ccccc3)cc12
  0.86	14	-2	-5	-1	1	-0.5	-26	-1
- Cc1ccc(NC(=O)CN2CCC(Cc3ccccc3)CC2)cc1S(=O)(=O)N(C)C
  1.1	-9	0	2	-1	0.98	2.9	-1	-5
- CC(/C=C/c1ccccc1)=N\NC(=O)CSc1ccccn1
  0.96	4	4	0	0	1	-2.2	7	1
- Cc1ccc(C)c(Cn2nnc3c(=O)[nH]c(C4CCCN(C(=O)C5CCC5)C4)nc32)c1 (stereo not drawn)
  1	-5	-6	20	-4	0.8	-2.6	0	-2
- COc1ccc(/C=N\NC(=O)c2ccc(-c3ccccc3)cc2)cc1COC(C)=O
  0.97	3	0	-13	-5	1.1	0.0	5	-1
- O=C(COc1ccc2c3c(c(=O)oc2c1)CCCC3)N1C[C@H]2C[C@@H](C1)c1cccc(=O)n1C2
  1.1	-6	0	9	-6	0.91	-1.4	-20	3
- Cc1ccc(-n2c(=O)[nH]c3ncccc3c2=O)cc1
  0.95	5	6	10	-2	0.9	-1.7	-12	0
- O=C(CCNC(=O)c1ccc(Cl)cc1)NCCCN1CCOCC1
  0.93	7	-3	16	-1	0.84	-1.2	-3	-2
- Cc1cccc(C)c1NS(=O)(=O)c1ccc2c(c1)NC(=O)CO2
  0.97	3	-3	7	-10	0.93	0.5	15	-1
- CCNC(=O)c1ccccc1SCc1ccccc1
  1.1	-11	0	-8	1	1.1	2.1	-3	-2
- CC(=O)N1CCC(C(=O)Nc2ccc(S(=O)(=O)N3CCC(C)CC3)cc2)CC1
  0.92	8	-3	-6	-5	1.1	1.4	0	4
- COc1ccc(-n2c(SCC(=O)Nc3ccc(Br)cc3)nc(O)cc2=O)cc1
  0.93	7	-4	2	-3	0.98	2.9	-4	-5
- CC(C)CC(=O)NN1CCCCC1
  1.1	-10	-5	1	-7	0.99	-2.0	-7	-2
- O=C(O)C1CCCN1S(=O)(=O)c1ccc(Cl)c(Cl)c1 (stereo not drawn)
  1	-3	0	1	-6	0.99	0.1	6	-3
- N#CC1=C(c2ccccc2)/C(=C/c2ccccc2)OC1=O
  0.95	5	-1	8	-2	0.92	3.4	-3	-6
- Cc1ccc(S(=O)(=O)N2CCC(C(=O)OCC(=O)N3CC(C)CC(C)C3)CC2)cc1C (stereo not drawn)
  0.96	4	-1	-8	-11	1.1	-2.6	-13	4
- Cc1c(Cl)c(C(=O)Nc2nc3ccccc3n2CCN2CCCCC2)nn1C
  0.89	11	-4	-51	-4	1.5	·	·	-3
- COc1cc(OC)cc(C(=O)N[C@H](C(=O)Nc2ccc(NC(C)=O)cc2)C(C)C)c1
  1.1	-8	-1	0	-10	1	1.2	-2	-2
- COc1cccc(NC(=O)CSc2nnc(Cc3cccn3C)n2-c2ccc(F)cc2)c1
  0.93	7	0	0	-3	1	-1.0	8	0
- COc1cccc2cc(C(=O)n3ccc(C)n3)c(=O)oc12
  0.94	6	-3	-26	-7	1.3	1.5	-1	2
- Cc1cc(C)n(-c2ccc(Oc3ccccc3)c(S(=O)(=O)O)c2)n1
  1	0	10	-24	-1	1.2	-0.6	-2	0
